# Compound activity from PubChem BioAssay.
# TRHR agonist – TRH receptor (human) agonism; 0.18% of 360,000 active; activation, % at 2 µM; P34981; TRHR cells, calcium flux fluo-8, FDSS agonist mode; AID 493084; in the data active = activation above about 30%; also: 0% is about no effect
#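 TRHR-expressing cells, plated overnight in medium with 10% serum, were loaded with fluo-8 calcium dye at room temperature. After a 10 s baseline, library compound was pin-added and calcium release was recorded kinetically (ex 480/em 530) as agonist response.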
# POLI inh – blocks human DNA polymerase iota activity; Q9UNA4; Pol iota fluorescent replication assay, 10 min; Potency, µM (highest dose often 115 µM), for inactives: top-dose activity, negative = inhibition, actives largely listed as inhibitors; 1% of 390,000 active; AID 588590; also: potency is read from the fitted curve at half-maximal effect
#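 Pol iota at 10 nM preincubated 15 min with compounds at room temperature; reaction started with fluorescent substrate, 50 nM final. Fluorescence read kinetically at 0 and 10 min; buffer-only wells as negative control.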
# ERG Ets-DNA blk – blocks human ERG Ets domain binding to DNA | P11308 | fluorescence polarization, His-ERG Ets domain / labelled DNA | Potency, µM (highest dose often 76.9 µM), inactives show top-dose FP activity, negative = inhibition, most hits filed as inhibitors | 0.028% of 370,000 active | AID 624246; active = well fitted inhibition curve with a large enough effect in the polarisation, with a control signal flat; inconclusive = small, poorly fitted or top-dose-only effect, or effect the other way, or a change in a side signal; inactive = no such curve, though single readings can be large or run the other way; the % refers to the polarisation;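 also: polarization taken with two DNA probes labelled with fluorescein and Texas red; potency is read from the fitted curve at half-maximal effect; % of control where 0% means no effect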
#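 His-tagged ERG Ets domain (1 uM in the protein solution; 300mM KCl, 50mM Tris-HCl, 1mM EDTA, 1mM DTT, pH 7.5) received compound, then a probe mix of 5 nM fluorescein-DNA and 100nM Texas-615-DNA. Fluorescence polarization was read for both dyes.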
# Pol kappa inh – DNA polymerase kappa (human) inhibition; 0.53% of 400,000 active; purified Pol kappa, fluorescent DNA synthesis assay, 10 min; Potency, µM (doses to about 107 µM), for the others: at the highest dose activity, negative = inhibition, hits mostly inhibitors; AID 588579; also: potency is read from the fitted curve at half-maximal effect; % is scaled to controls: 0 for no effect and ±100 for the full control effect
#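 Inhibition of 10 nM Pol kappa is measured by a fluorescent read-out at 0 and 10 min following addition of 50 nM substrate (final), with a 15-min room-temperature compound preincubation.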
# ALOX12 inh – ALOX12 (human) lipoxygenase inhibition. Potency, µM (series often up to 108 µM), for the others: at the highest dose activity change, negative = inhibition, most hits filed as inhibitors. purified 12hLO, xylenol orange hydroperoxide absorbance. P18054. 1.1% of 580,000 active; also: potency is read from the fitted curve at half-maximal effect; % is scaled to controls: 0 for no effect and ±100 for the full control effect
#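 Purified human 12hLO (150 nM final) in 25 mM Hepes, 0.01% Triton X-100, pH 7.0 was preincubated 15 min at room temperature with compound. Then 40 uM arachidonic acid was added, 30 min. Hydroperoxide was read by Fe-XO absorbance ratio 573/405 nm.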
# POLB inh – blocks human DNA polymerase beta activity. Potency, µM (highest dose often 114 µM), for the others: at the top dose activity change, negative = inhibition, most hits filed as inhibitors. Pol beta primer extension/strand displacement, fluorescence kinetic. 1.3% of 340,000 active. P06746; also: potency is read from the fitted curve at half-maximal effect; % is scaled to controls: 0 for no effect and ±100 for the full control effect
#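 Human Pol beta at 10 nM; strand-displacement substrate 50 nM final. Compound exposure 15 min at room temperature before start, reaction 10 min at room temperature.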
# Anesthetic bind – candidate novel general anesthetic via apoferritin binding; P02791; 0.074% of 350,000 active; apoferritin/1-aminoanthracene competitive binding, fluorescence; Potency, µM (series often up to 77.5 µM), without a hit: at the top dose activity change, negative = displacement, most hits filed as inhibitors; also: potency is read from the fitted curve at half-maximal effect; % is scaled to controls: 0 for no effect and ±100 for the full control effect; nearly all actives have a fitted effect of over 20% in size
#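 10 uM apoferritin + 50% sat. 1-AMA, PBS; cpd 10 min RT; Ex380/Em535 endpoint; normalized to free probe vs complex; 4-param Hill fit; propofol titration as pos. ctrl.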
# APEX1 inh – APE1 (human) endonuclease inhibition; AID 2517; Potency, µM (titrated, usually from 65.8 µM), for inactives: at the highest dose activity change, negative = inhibition, usual class: inhibitors; recombinant APE1, TAMRA/BHQ-2 abasic DNA cleavage fluorescence; 0.35% of 350,000 active; P27695;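 also: potency is read from the fitted curve at half-maximal effect; plate controls were vehicle for no effect and reference inhibitor for full effect; nearly all actives have a fitted effect of over 55% in size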
#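 Quantitative HTS: incision of a TAMRA/BHQ-2 double-stranded substrate bearing a tetrahydrofuran abasic site by 0.75 nM APE1 raises fluorescence. Substrate 50 nM final, added after 15 min compound preincubation at room temperature; progress as third-minus-first kinetic read difference.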
# BLM inh – inhibitors of human Bloom syndrome helicase BLM | P54132 | recombinant BLM DNA unwinding, fluorescence dequenching | Potency, µM (top dose mostly 56.1 µM), inactives show at the top dose activity change, negative = inhibition, usual class: inhibitors | 0.2% of 350,000 active;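 also: potency is read from the fitted curve at half-maximal effect; plate controls were vehicle for no effect and no enzyme for full effect; nearly all actives have a fitted effect of over 35% in size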
# * = called active by the depositor; ? = inconclusive; / = not tested or not shown; & = joins results of further samples; [ ] = another dose, or the depositor's remark. Unless noted, calls follow the shape of the dose curve; as a rule, active = well fitted curve in the direction sought with a large enough effect; inconclusive = small, poorly fitted or top-dose-only effect, or another doubt; inactive = no such curve, though single readings can be large; an effect the other way counts as inactive or inconclusive. This is a subset; the hit share may differ from the screen's.
cpd	structure	TRHR agonist	POLI inh	ERG Ets-DNA blk	Pol kappa inh	ALOX12 inh
1	COc1ccc(Cl)cc1S(=O)(=O)NC(C)C(=O)NCCCn1ccnc1 (configuration not stated)	0.7	7%	5%	-19%	-8%
2	CC(=O)N1c2ccc(S(=O)(=O)N3CCCCCC3)cc2CC1C(=O)NC(C)C (configuration not stated)	0.2	2%	-1%	-12%[60.1 µM]	-18%
3	CCCN(Cc1cccs1)C(=O)Nc1cc(OC)ccc1OC	-0.2	43%[activator]	0%	-24%	-18%&1%
4	COc1ccc(N2CCN(CC(O)COC(c3ccccc3)c3ccccc3)CC2)cc1 (configuration not stated)	-2.1	-5%	0%	-8%	-14%
5	O=C(NCc1nc2ncc(Br)cc2[nH]1)c1ccccc1	1.0	11%	3%	-10%	-3%
6	Fc1ccc(CNc2nc(-c3ccccc3)nc3ccccc23)cc1	0.3	-12%	-9%	-8%	-12%
7	COc1ccc2c(c1)O[C@H](c1ccc3c(c1)OCO3)[C@@H](O)C2=O	-0.4	23%	-9%	0%	/
8	CCOc1ccc(C2/C(=C(\O)c3ccc4c(c3)OCCO4)C(=O)C(=O)N2CCCN2CCOCC2)cc1 (configuration not stated)	0.0	14%	4%	-3%	-3%
9	CCN(CC)C(=O)[C@H]1CC(CC(=O)NCCCOC)C(=O)N2CCc3c([nH]c4ccccc34)[C@]12C (some centres not stated)	/	28%	-4%	-12%	4%
10	Cn1c(=O)n(C)c2cc(S(=O)(=O)NCc3ccccc3)ccc21	1.0	6%	9%	-4%	22%
11	O=C(Nc1ccccc1N1CCOCC1)c1ccc([N+](=O)[O-])s1	/	12%	-6%	-10%	48%
12	O=C(COC(=O)/C=C/c1cccs1)Nc1ccccc1Cl	-0.7	33%[activator]	-5%	2%	-1%

cpd	POLB inh	Anesthetic bind	APEX1 inh	BLM inh
1	/	/	2%	/
2	1%	-10%	/	-1%
3	-9%	-4%	/	-6%
4	5%	1%	4%	-10%
5	26%	-13%	-3%	-8%
6	15%	-11%	-9%	-12%
7	7%	-12%	0%&12%	-2%&4%
8	31%	-12%	0%	-1%
9	/	/	2%	/
10	3%	-10%	-1%	-1%
11	/	/	-19%	/
12	-2%	?	9%	3%

# (listing goes on)
cpd	structure	TRHR agonist	POLI inh	ERG Ets-DNA blk	Pol kappa inh	ALOX12 inh
13	C=CCn1c(SCC(=O)N2CCN(CCO)CC2)nc2sc3c(c2c1=O)CCC3	-0.3	-3%	-10%	-11%	491%[activator]
14	CCC(C)c1ccc2oc(-c3ccc(NC(=O)Cn4cnc5c(=O)n(C)c(=O)n(C)c54)cc3)nc2c1 (configuration not stated)	0.0	28%	-18%	-7%	0%
15	O=[N+]([O-])c1cc(-c2nc(-c3ccco3)no2)ccc1NCc1ccccc1	0.0	-16%	2%	-18%	-19%
16	CC1(C)C(=O)Nc2ccccc2N1C(=O)CSc1nnc2ccccn12	-0.5	?	6%	?	-16%
17	COc1ccccc1/C=C/C(=O)N1CCC(c2ccccc2)C1 (configuration not stated)	-0.6	?	-1%	-10%	-18%
18	CCNCc1cc(Cl)c(OCc2ccccc2)c(OCC)c1	0.7	-22%	5%	-9%	-22%
19	Cc1nnc(SCC(=O)N2CCOCC2)s1	-1.0	13%	-13%	-1%	-2%
20	NC(=O)c1ccccc1NC(=O)c1ccc2c(c1)OCO2	-0.1	-4%	14%	11%	6%
21	COc1ccc(S(=O)(=O)Cc2ccc(C(=O)NCCc3cc(OC)ccc3OC)o2)cc1	-1.7	-28%	6%	1%	11%
22	COC(=O)CCC(=O)c1oc2ccc(OC)cc2c1N	-0.6	-10%	0%	-12%	201%[activator]
23	CCOC(=O)c1c(-c2ccc(C)cc2)csc1NC(=S)NC(=O)c1ccccc1	0.5	12%	0%	-9%	-27%
24	COc1ccc2oc(C(=O)OCC(=O)NCCc3ccccc3)c(C)c2c1	0.0	-14%	12%	-15%	-17%

cpd	POLB inh	Anesthetic bind	APEX1 inh	BLM inh
13	1%	-5%	3%	1%
14	1%	9%	2%	-2%
15	-23%	-5%	/	-9%
16	32µM*	0%	?	-4%
17	7%	?	-2%	-3%
18	-1%	-13%	-6%	16%
19	-18%	-4%	-2%	3%
20	5%	2%	5%	1%
21	2%	-7%	16%	6%
22	-1%	-7%	-2%	-2%
23	-6%	-8%	1%	-11%
24	/	/	4%	/

# POLB inh: what is marked active above
no.	Compound	TRHR agonist	POLI inh	ERG Ets-DNA blk	Pol kappa inh	ALOX12 inh	POLB inh	APEX1 inh	BLM inh
16	CC1(C)C(=O)Nc2ccccc2N1C(=O)CSc1nnc2ccccn12	-0.5	?	6%	?	-16%	32µM*	?	-4%

# Gathered by group: the entries above with a nitro group on carbon
cpd	structure	TRHR agonist	POLI inh	ERG Ets-DNA blk	Pol kappa inh	ALOX12 inh
11	O=C(Nc1ccccc1N1CCOCC1)c1ccc([N+](=O)[O-])s1	/	12%	-6%	-10%	48%
15	O=[N+]([O-])c1cc(-c2nc(-c3ccco3)no2)ccc1NCc1ccccc1	0.0	-16%	2%	-18%	-19%

cpd	POLB inh	Anesthetic bind	APEX1 inh	BLM inh
11	/	/	-19%	/
15	-23%	-5%	/	-9%

# Going on with the list.
cpd	structure	TRHR agonist	POLI inh	ERG Ets-DNA blk	Pol kappa inh	ALOX12 inh
25	CC(NC(=O)[C@H](C)NC(=O)c1ccco1)c1ccc(S(N)(=O)=O)cc1 (some centres not stated)	1.3	18%	-1%	-14%	1%
26	CSc1ccc(CN2CCCCCC2)cc1	-1.4	127%[activator]	2%	-13%	?
27	Cc1ccc(Cc2nc3ccccc3nc2SCC(=O)N2CCN(c3ccccc3F)CC2)cc1	0.4	83%[activator]	-1%	-4%[60.1 µM]	?
28	COC(=O)c1ccccc1-n1c(CCC(=O)O)ccc1-c1ccccc1	0.3&-1.5	-21%&-3%	2%&12%	7%&3%	-9%&-4%
29	CN(C)c1nnnn1Cc1ccccc1	0.2	140%[activator]	0%	-12%	-7%
30	COc1ccc(-c2cc(C(=O)Nc3c(C)nn(Cc4ccc(F)cc4)c3C)no2)cc1OC	-0.2	-1%	0%	-2%	-15%
31	Cc1nc2sc(C(c3ccc(Cl)cc3)N3CCN(c4ccccc4F)CC3)c(O)n2n1 (configuration not stated)	-0.6	28%	10%	-6%	-24%
32	Cn1c(Cn2nnc3ccccc32)nnc1SCC(=O)c1ccccc1F	-0.3	33%[activator]	/	-2%	-14%
33	COc1ccc(-c2cc(C(F)(F)F)nc(NCc3ccc(Cl)cc3)n2)cc1	1.2	4%	-7%	2%	-20%
34	Cn1c(=O)cc(OCCCC(=O)NCc2ccccn2)c2ccccc21	-0.6	-3%	0%	-9%	0%
35	CCOC(=O)c1sc2ccc(S(=O)(=O)N3CC(C)CC(C)C3)cc2c1N (configuration not stated)	0.4	-12%	/	-1%	-16%
36	CCOC(=O)N1CCN(C(=O)c2ccc(OC)cc2)CC1	0.2	-11%	4%	-6%	3%

cpd	POLB inh	Anesthetic bind	APEX1 inh	BLM inh
25	0%	2%	19%	0%
26	0%	-7%	-8%	0%
27	35%	791%[activator]	/	-6%
28	?	3%&-6%	50%[activator]	0%&4%
29	0%	-4%	9%	0%
30	-6%	-8%	/	-4%
31	-14%	?	-4%	-6%
32	3%	-16%	-3%	1%
33	-19%	-5%	/	-5%
34	8%	-6%	-4%	0%
35	2%	-9%	-3%	-4%
36	6%	-5%	-2%	-3%

# Next part
cpd	structure	TRHR agonist	POLI inh	ERG Ets-DNA blk	Pol kappa inh	ALOX12 inh
37	CCC(CC)c1nnc(NC(=O)CCS(=O)(=O)Cc2ccccc2)s1	0.2	85%[activator]	-4%	-21%	?
38	O=C(COC(=O)c1cccnc1)NC1CCCc2ccccc21 (configuration not stated)	1.6	100%[activator]	0%	0%	0%
39	CC[n+]1ccc2cc(OC)c(OC)cc2c1Cc1ccc(OC)c(OC)c1	1.9	114%[activator]	0%	-1%	/
40	COc1ccc(C)cc1NC(=O)CN1C(=O)COc2ccc(C)cc21	-0.2	76%[activator]	6%	-13%	5%
41	C=CCC1(C)C(=O)N(c2ccccc2)c2ccccc21 (configuration not stated)	0.0	12%	-7%	-11%	18%
42	CCC(=O)N(Cc1ccco1)Cc1cc2cc3c(cc2[nH]c1=O)OCO3	1.1	174%[activator]	2%	-11%	?
43	Cc1ccc(NC(=S)c2ccncc2)cc1	-0.2	38%[activator]	6%	-16%	-6%
44	COc1ccc(OC)c(Nc2nc(N(C)c3ccccc3)nc(N)c2[N+](=O)[O-])c1	1.1	-10%	-11%	2%	6%
45	CCN1CCN(C(=O)C(=O)c2cn(CC(=O)N3CCCCCC3)c3ccccc23)CC1	0.2	34%[activator]	?	-1%	-6%
46	Cc1ccc(/C=N/NC(=O)c2ccc(Cn3cc([N+](=O)[O-])cn3)o2)cc1	-0.4	16%	1%	-11%	9%
47	Cc1[nH]c2ccccc2c1/C=N/NC(=O)c1cc(C(C)C)[nH]n1	0.0	24%	7%	-6%	8%
48	OCC[C@@H]1C[C@@H](O)[C@H](O)[C@]2(CCCO2)O1	/	?	59%[activator]	3%	4%
49	C=CCSc1nnc(NC(=O)CSCc2c(C)noc2C)s1	/	-28%	5%	0%	-23%
50	CCCCn1cnc2c(SCc3ccc([N+](=O)[O-])cc3)nc(N)nc21	/	7%	9%	-10%	-2%

cpd	POLB inh	Anesthetic bind	APEX1 inh	BLM inh
37	46%	-2%	9%	-2%
38	37%[activator]	-10%	?	-2%
39	4%	-5%	20%	-15%
40	24%	-1%	-9%	-1%
41	8%	-11%	-14%	-12%
42	-6%	2%	12%	1%
43	19%	-11%	-1%	-2%
44	-1%	-7%	14%	-8%
45	19%	-18%	-2%	-3%
46	-23%	-2%	10%	-3%
47	?	-10%	-1%	-7%
48	/	/	/	/
49	/	/	0%	/
50	/	/	/	/
